# TDP2 inh: blocks human TDP2 phosphodiesterase activity | recombinant TDP2, T5PNP hydrolysis, p-nitrophenol absorbance 415 nm | 0.34% of 370,000 active | O95551 | inhibition, % at 12.8 µM;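 active means inhibition above the mean of all tested compounds plus 3 SD, set per campaign, cut at about 25% in these data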;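 further: 0% = DMSO with enzyme and 100% = buffer with substrate but no TDP2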
# Target sequence (O95551 whole entry, looked up): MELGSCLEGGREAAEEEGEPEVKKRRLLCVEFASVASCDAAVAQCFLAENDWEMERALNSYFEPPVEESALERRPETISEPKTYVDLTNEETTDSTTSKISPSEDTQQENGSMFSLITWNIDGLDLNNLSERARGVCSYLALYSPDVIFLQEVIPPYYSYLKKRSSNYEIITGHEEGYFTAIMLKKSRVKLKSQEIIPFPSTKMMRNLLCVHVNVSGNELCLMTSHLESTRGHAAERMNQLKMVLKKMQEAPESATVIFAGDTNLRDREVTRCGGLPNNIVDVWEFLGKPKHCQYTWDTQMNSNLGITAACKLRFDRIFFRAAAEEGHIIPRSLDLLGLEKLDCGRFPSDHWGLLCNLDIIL
#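 Read-out basis: percent inhibition. System: recombinant human TDP2. Buffer or medium: Mg2+-containing Tris-HCl buffer, pH 7.5. Repeats: single replicate. Timing: reaction 2 h, 37 °C. Benchmarks: high control without enzyme, low control DMSO plus TDP2. Probe or stimulus: 5 mM T5PNP. Doses: 12.8 µM only. Measured by: epi absorbance of p-nitrophenol freed from T5PNP by hydrolysis.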
# Tn6 DDE FP: disrupts Tn6 cyclic peptide binding to fibrin D-Dimer-E complex; P02675; Fibrin DD(E) TRITC-Tn6 fluorescence polarization displacement; inhibition, % at 8.3 µM; 0.21% of 370,000 active; AID 720509;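 active means inhibition above a per-campaign cutoff: mean of compounds within control limits plus 3 SD, cut at about 15% in these data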;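 further: 0% = median of all compound wells on the plate and 100% = blocking peptide control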
# ASAP1 inh: ASAP1 ArfGAP inhibition | Q9ULH1 | ASAP1-stimulated ARF1 GTP hydrolysis, GDP FP detection | inhibition, % at 16.5 µM | 0.19% of 360,000 active; in the data active means inhibition above about 25%;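 further: 0% = vehicle with enzyme and substrate and 100% = no enzyme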
# ADAM17 inh: inhibitors of human ADAM17. P78536. recombinant ADAM17, EDANS/DABCYL FRET peptide cleavage. inhibition, % at 6.95 µM. 0.83% of 370,000 active. AID 720648;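 active means inhibition above the mean of compounds lying between control limits plus 3 SD, set per campaign, cut at about 8.5% in these data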;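 further: 0% = DMSO-only wells as the low control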
# ADAM10 inh: inhibitors of human ADAM10; recombinant ADAM10, EDANS/DABCYL FRET peptide cleavage, 3 h; AID 720582; inhibition, % at 7 µM; 0.62% of 370,000 active;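 active means inhibition above a per-campaign cutoff equal to the mean of compounds falling between control-based bounds plus 3 SD, cut at about 20% in these data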;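 further: 0% = DMSO wells while the 100% control is not disclosed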
# Target sequence (O14672 214-748 limits assumed): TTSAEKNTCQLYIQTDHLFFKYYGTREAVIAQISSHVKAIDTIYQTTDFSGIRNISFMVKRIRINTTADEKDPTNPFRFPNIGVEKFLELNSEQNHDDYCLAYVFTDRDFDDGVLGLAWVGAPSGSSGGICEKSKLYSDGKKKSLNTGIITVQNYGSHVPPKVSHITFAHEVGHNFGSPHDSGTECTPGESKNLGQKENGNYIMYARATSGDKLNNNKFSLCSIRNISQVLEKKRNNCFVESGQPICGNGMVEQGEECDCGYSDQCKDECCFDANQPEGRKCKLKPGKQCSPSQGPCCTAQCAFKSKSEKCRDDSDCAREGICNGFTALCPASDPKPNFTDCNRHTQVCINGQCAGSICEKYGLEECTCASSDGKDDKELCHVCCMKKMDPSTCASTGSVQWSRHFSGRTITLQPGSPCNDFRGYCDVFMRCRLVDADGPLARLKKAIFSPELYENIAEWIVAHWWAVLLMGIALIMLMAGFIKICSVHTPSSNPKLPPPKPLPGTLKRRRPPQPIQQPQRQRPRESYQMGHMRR
# ARFGAP1 inhibitor: rat ARFGAP1 inhibition; inhibition, % at 16.5 µM; 0.26% of 360,000 active; Arfgap1-stimulated ARF1 GTP hydrolysis, GDP FP detection; AID 651572;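 active means inhibition above a per-plate limit, mean inhibition of low control wells plus 3 SD, cut at about 25% in these data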;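 further: 0% = DMSO wells with enzyme and 100% = wells lacking Arfgap1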
# Target sequence (Q62848 1-136 limits assumed): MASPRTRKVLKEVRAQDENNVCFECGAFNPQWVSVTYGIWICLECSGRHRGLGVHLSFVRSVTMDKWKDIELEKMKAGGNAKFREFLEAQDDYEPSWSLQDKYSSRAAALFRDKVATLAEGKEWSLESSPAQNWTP
#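 material = rat Arfgap1 catalytic domain, aa 1-136 | also added = human ARF1(Δ1-17)-GTP substrate | compound dosing = one concentration, 16.5 µM, DMSO 1.26% | times = GTP hydrolysis reaction 2 h at 25 °C | measured by = FP, GDP Alexa 633 tracer displaced from anti-GDP antibody, 620/688 nm | evaluation = percent inhibition of Arfgap1-stimulated GTP hydrolysis | replication = single well per compound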
# PLCg1 inh: blocks human PLC-gamma1 enzyme activity | P19174 | 0.84% of 370,000 active | inhibition, % at 12.2 µM | purified PLC-gamma1, fluorogenic substrate, fluorescence; in the data active means inhibition above about 9.5%
# DDE Tn7 FP inh: disrupts Tn7 cyclic peptide binding to fibrin D-Dimer-E complex; FP displacement of FITC-Tn7 peptide from fibrin DD(E); 0% = median of compound wells per plate; inhibition, % at 8.3 µM; AID 720508; P02675; 0.13% of 370,000 active;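 active means inhibition above the mean of compounds falling within the control limits plus 3 SD of them, cut at about 14% in these data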;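 further: 0% = plate median of compound wells and 100% = 10 µM Aha-Tn7 peptide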
#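 Assay system: Human clot-derived fibrin DD(E) complex | Buffer or medium: Tris/NaCl/CaCl2 buffer, pH 7.8 | Repeats: One replicate per compound | Benchmarks: Aha-Tn7 high control | Measure: % inhibition scaled between sample-field median and high-control FP | Schedule: 10 min plus 3 h, room temperature | Signal: Fluorescence polarization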
# PLCb3 inh: PLC-beta3 (human) inhibition, primary screen. Q01970. Purified PLC-beta3, fluorogenic substrate, fluorescence. inhibition, % at 12.2 µM. 0.18% of 370,000 active; in the data active means inhibition above about 11%;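 further: 0% = median of compound wells on plate and 100% = full blocker control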
# SIAE inh: blocks human sialic acid acetylesterase. Q9HAT2. SIAE FP-Rh probe binding, fluorescence polarization. inhibition, % at 9.66 µM. 0.69% of 370,000 active. AID 1053197;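 active means inhibition above a cutoff: mean of compounds within the control limits plus 3 SD of those, cut at about 17% in these data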;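 further: 0% = plate median of compound wells and 100% = probe without SIAE protein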
# An asterisk follows results filed as active; i = inactive; · = no result given.
# Value order: ADAM10 inh, SIAE inh, PLCb3 inh, Tn6 DDE FP, PLCg1 inh, ASAP1 inh, TDP2 inh, DDE Tn7 FP inh, ADAM17 inh, ARFGAP1 inhibitor
Cc1cccc(N2C(=O)C(O)=C(C(=O)c3cccs3)C2c2ccccc2)n1 (stereo not drawn)
  8, -2, -9, -2, 2, 9, 4, 0, -1, 6
Cc1cccc2c1c1ccc3c(c1n2C)C(=O)C=CC3=O
  -25, -9, -60, 0, -39, 20, 11, -3, -11, -3
CCOCCCNC(=O)C(c1ccc(Cl)cc1)N(Cc1cccs1)C(=O)CNC(C)=O (stereo not drawn)
  -5, -4, -2, -1, -1, 15, -9, 4, -2, 3
CCC/C(=C1/c2ccccc2C(=O)N1c1ccccc1)c1c(C)noc1C
  -21, 8, -5, -9, 0, 5, 15, -1, -5, -1
O=C(Nc1ccc2c(c1)OCCO2)C1CC(O)CN1C(=O)Nc1ccccc1 (stereo not drawn)
  12, 1, 1, -5, 3, -17, 2, -2, 1, 3
CC(C)(Cc1cccc(CC(C)(C)C(=O)O)c1)C(=O)O
  10, -5, 2, 1, -1, -9, 9, 5, 1, -5
CC(C)CN(C(=O)CN(C)C(=O)Cc1c(F)cccc1Cl)c1c(N)n(CC(C)C)c(=O)[nH]c1=O
  -6, 8, 5, 6, 1, 13, -6, -4, 1, 12
O=C(CCl)NC1CCCc2ccccc21 (stereo not drawn)
  4, 1, -2, 3, 3, 5, -11, -6, 1, 3
COC(=O)c1cc(S(=O)(=O)NCC2CCN(Cc3ccc(F)cc3)CC2)cn1C
  6, -4, -2, -1, 0, -10, 3, 8, 1, 9
O=C(c1cccc(NS(=O)(=O)c2ccc(Br)cc2)c1)N1CCCCC1
  6, -6, -8, 5, 0, 2, -9, 0, 2, -1
Cc1ccccc1CC(=O)Nc1nnc(-c2cccnc2)s1
  -12, 11, 1, 2, -2, ·, 0, -4, -3, ·
CC(=O)N1CCN(c2ccc(NS(=O)(=O)c3ccc(C)cc3)cc2)CC1
  -6, -2, -6, 2, 2, -2, -4, 4, 0, -4
CC[C@H]1C(O)C[C@H]2CCN3C(=O)CCC[C@H]1[C@H]23 (stereo partly drawn)
  1, 2, 4, 0, -1, 0, 5, -7, -1, -1
COc1ccc(N2C(=NC(=O)CC3CCCCC3)SC3CS(=O)(=O)CC32)cc1 (stereo not drawn)
  0, -2, -5, 7, 1, -10, -12, 7, -3, 1
O=C(Nc1ccc2ccccc2c1)C(c1ccc(C(F)(F)F)cc1)n1c(=O)c(-c2cc3ccccc3[nH]2)nc2ccccc21 (stereo not drawn)
  -202, -38, i, 0, -365, 11, 2, -3, -61, 16
CCOc1ccc(-c2cc(CCCC(=O)NCCc3ccc(OC)c(OC)c3OC)no2)cc1
  1, -1, 1, 4, -2, -11, 6, 3, -2, 9
COc1ccc(-n2nc([N+](=O)[O-])c(=NC3CCN(Cc4ccccc4)CC3)n2O)cc1
  -4, -2, 3, 1, 0, 3, -5, 1, -2, -2
COc1ccc(/C=C(\C#N)C(=O)NC(C)c2ccccc2)cc1O (stereo not drawn)
  -3, 5, -11, 0, -5, 10, -1, -1, -1, 0
COc1ccc(N2CCN(c3nccs3)CC2)cc1
  -4, 4, -6, 0, 1, -6, 15, 5, -1, -16
CC(C)CN1C=C2C(=O)C(C)(OC(=O)C3CCCC3)C(=O)C=C2C=C1c1ccsc1 (stereo not drawn)
  -9, 8, -27, -1, -25, 15, -6, -13, -1, -2

# A few values from the list:
# Entry of `CCOc1ccc(-c2cc(CCCC(=O)NCCc3ccc(OC)c(OC)c3OC)no2)cc1` in ADAM17 inh: -2
# Entry of `CC(C)CN(C(=O)CN(C)C(=O)Cc1c(F)cccc1Cl)c1c(N)n(CC(C)C)c(=O)[nH]c1=O` in SIAE inh: 8

# Further results.
# Value order: ADAM10 inh, SIAE inh, PLCb3 inh, Tn6 DDE FP, PLCg1 inh, ASAP1 inh, TDP2 inh, DDE Tn7 FP inh, ADAM17 inh, ARFGAP1 inhibitor
NC(=O)CSc1nnc(-c2cccnc2)n1Cc1ccccc1
  1, 10, 2, 3, 1, -3, 11, 7, -3, -5
O=S(=O)(c1ccc(F)cc1)N1CCCc2nc(-c3ccccc3)ccc21
  2, 2, -1, 5, 1, -12, 5, 4, 3, -9
CCOc1ccccc1OCCOc1ccccc1OC(C)C
  1, 3, 0, 2, -2, -3, 2, 2, -8, -3
O=C(NCc1cccnc1)C(=O)Nc1nc(-c2ccccc2)cs1
  -4, -2, -4, -8, -1, -7, 5, 5, -5, 5
Cc1ccc(S(=O)(=O)NCCN=C(CN2CCCC2)NS(=O)(=O)c2ccc(C)cc2)cc1
  -2, -2, -2, -5, 1, -7, 0, -4, -2, 6
O=C(NC(=S)Nc1nc(-c2ccc(Br)cc2)cs1)c1ccco1
  7, -11, 8, 7, -1, 7, 10, 0, -2, -5
COCCn1c(=O)sc2ccccc2c1=O
  -9, 2, 6, -5, 1, 13, -4, -3, -2, -2
CN(CCC#N)C(=O)COC(=O)/C=C/c1ccc2c(c1)OCO2
  -111, 4, -84, -4, -72, -21, -7, 2, -40, -9
CC(C/C=N/NC(=O)COc1cc(Cl)ccc1Cl)c1ccccc1 (stereo not drawn)
  3, -1, 6, -8, 1, -9, 13, 3, -1, -1
CC(=O)Nc1ccc(S(=O)(=O)NCCC(=O)NNC(=O)c2ccccc2O)cc1
  -61, 7, -21, 0, -13, -4, 4, -2, -18, -1

# 11 compounds from above, arranged by SMILES length, rising:
# Value order: ADAM10 inh, SIAE inh, PLCb3 inh, Tn6 DDE FP, PLCg1 inh, ASAP1 inh, TDP2 inh, DDE Tn7 FP inh, ADAM17 inh, ARFGAP1 inhibitor
COCCn1c(=O)sc2ccccc2c1=O
  -9, 2, 6, -5, 1, 13, -4, -3, -2, -2
COc1ccc(N2CCN(c3nccs3)CC2)cc1
  -4, 4, -6, 0, 1, -6, 15, 5, -1, -16
NC(=O)CSc1nnc(-c2cccnc2)n1Cc1ccccc1
  1, 10, 2, 3, 1, -3, 11, 7, -3, -5
O=C(NCc1cccnc1)C(=O)Nc1nc(-c2ccccc2)cs1
  -4, -2, -4, -8, -1, -7, 5, 5, -5, 5
CC(C/C=N/NC(=O)COc1cc(Cl)ccc1Cl)c1ccccc1 (stereo not drawn)
  3, -1, 6, -8, 1, -9, 13, 3, -1, -1
CN(CCC#N)C(=O)COC(=O)/C=C/c1ccc2c(c1)OCO2
  -111, 4, -84, -4, -72, -21, -7, 2, -40, -9
O=S(=O)(c1ccc(F)cc1)N1CCCc2nc(-c3ccccc3)ccc21
  2, 2, -1, 5, 1, -12, 5, 4, 3, -9
CC(=O)Nc1ccc(S(=O)(=O)NCCC(=O)NNC(=O)c2ccccc2O)cc1
  -61, 7, -21, 0, -13, -4, 4, -2, -18, -1
CC(C)CN1C=C2C(=O)C(C)(OC(=O)C3CCCC3)C(=O)C=C2C=C1c1ccsc1 (stereo not drawn)
  -9, 8, -27, -1, -25, 15, -6, -13, -1, -2
Cc1ccc(S(=O)(=O)NCCN=C(CN2CCCC2)NS(=O)(=O)c2ccc(C)cc2)cc1
  -2, -2, -2, -5, 1, -7, 0, -4, -2, 6
COc1ccc(-n2nc([N+](=O)[O-])c(=NC3CCN(Cc4ccccc4)CC3)n2O)cc1
  -4, -2, 3, 1, 0, 3, -5, 1, -2, -2

# (list continues)
# Value order: ADAM10 inh, SIAE inh, PLCb3 inh, Tn6 DDE FP, PLCg1 inh, ASAP1 inh, TDP2 inh, DDE Tn7 FP inh, ADAM17 inh, ARFGAP1 inhibitor
CCC[C@H]1[C@@H](NC(=O)c2ccc(Cl)c(C(F)(F)F)c2)CC[C@@]23CCCN2C(=O)CCC[C@@H]13
  1, 3, -1, 2, -1, ·, 2, 4, 0, ·
CCN(CC(=O)Nc1ccc(NC(C)=O)cc1)C(=O)c1cc(C)on1
  -1, -1, -8, 0, -4, 11, -4, -3, -1, -1
Cc1cc(C)n(-c2ccc(C(=O)O)cc2)n1
  -6, -9, -6, 9, 1, -9, -1, 14*, -2, 6
Cc1n[nH]c(=S)n1/N=C/c1ccccc1OCc1ccc(Cl)cc1Cl
  -5, -1, 1, 1, 1, 3, -3, 0, -6, 1
COC(=O)c1cn(NC(=O)/C=C/c2ccc(OC)c(OC)c2)c(=O)c2ccccc12
  -10, 5, -3, -6, -4, 11, 8, -3, -3, 7
CSc1nc2ccc(S(=O)(=O)N3CCCC3)cc2s1
  12, -2, 5, -11, 1, 12, 3, -2, -4, 13
COc1ccc(C(=O)CN2C(=O)C(C)(C)Oc3ccc(C(=O)N4CCCCCC4)cc32)cc1
  6, -2, 23*, 4, 4, -18, 9, -1, 1, 6
CC(C)(C)N(Cc1ccccc1)C(=O)COC(=O)CSc1ccc([N+](=O)[O-])cc1
  3, 8, 6, 3, 2, 3, -3, 1, 3, 13
CCOC(=O)c1csc(NC(=O)CSc2nnc(C3CC3)n2C)n1
  -2, 6, 2, -6, 0, -6, 8, 0, -5, 0
O=C(c1cc(C2CC2)nn1-c1ccccc1)N1CCN(S(=O)(=O)c2ccccc2)CC1
  0, -2, -1, -2, 1, 2, 0, -10, 0, 3
c1ccc(-c2cnc(-c3ccccn3)nn2)cc1
  6, 0, 0, 4, 5, -14, 1, 9, -3, 13
CC1CCN(C(=O)C2Cc3ccccc3CN2S(=O)(=O)c2ccc(F)cc2)CC1 (stereo not drawn)
  -4, 5, 4, 0, 3, -12, -5, 4, -2, 7
CCOC(=O)CCc1c(C)nc(-n2[nH]c(C)c(CCO)c2=O)[nH]c1=O
  -7, -5, -1, -5, -2, -18, -5, 1, -6, 5
Clc1cccc(Cl)c1-c1nnc2ccc(N3CCOCC3)nn12
  -5, -3, 3, -3, -1, 10, 2, -2, -3, -2
Cc1ccc(NC(=O)C2CCCN(S(=O)(=O)c3cnc[nH]3)C2)c(Br)c1 (stereo not drawn)
  -9, 0, 4, 7, -2, 1, -7, 1, -1, -11
NC(=O)Cn1cc(C(=O)c2cccs2)c2ccccc21
  0, -2, -5, -1, -2, -18, -6, -3, -2, 12
O=C(CCCN1C(=O)c2cccc3cccc(c23)C1=O)OCC(=O)N1CCCCC1
  -340, -2, -27, -5, -11, 2, 1, 3, -95, 6
COc1cc(O)c(C(CC(=O)N2CCCC2)c2ccc3c(c2)OCO3)c(OC)c1 (stereo not drawn)
  -4, -4, -5, -2, -3, 19, 2, -2, -8, 1
Cc1ccnc(SC2CC(=O)N(c3ccc(Cl)cc3)C2=O)n1 (stereo not drawn)
  1, -4, -3, 6, 1, 2, 0, -3, -2, -3
CC(=O)c1ccccc1OCc1ccc(S(=O)(=O)Cc2ccccc2)cc1
  2, 5, -4, 4, -2, -17, 1, 6, 2, 9

# Compound activity: PubChem BioAssay, The Scripps Research Institute Molecular Screening Center
